PAX8 inh HTS: PAX8 transcriptional activity inhibition; RMG-I TPO-luciferase reporter, SteadyGlo, 24 h; inhibition, % at 12.6 µM; 360,000 compounds, 1.2% hits;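 active = mean replicate inhibition at least 60% with every replicate also reaching 60%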;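 note: luciferase light reporting Pax8 driven TPO promoter activity; plate controls were median of neutral control wells for no effect and mitoxantrone controls for full effect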
PglD inh: PglD (C. jejuni) enzyme inhibition; inhibition, % at 12.5 µM; AID 602405; 360,000 compounds, 0.098% hits; purified PglD enzyme, DTNB colorimetric CoA detection; in the data active = inhibition above about 16%, passing the limit was not always enough; note: strong numbers were not always called active
S100A4 inh HTS: blocks human S100A4 binding to myosin IIA peptide | P26447 | S100A4/TAMRA-MyoIIA peptide fluorescence polarization | inhibition, % at 10.7 µM | 360,000 compounds, 0.14% hits;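 active = mean inhibition of at least 70% across replicates, with every replicate also reaching that level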
Target sequence (P26447 whole entry, looked up): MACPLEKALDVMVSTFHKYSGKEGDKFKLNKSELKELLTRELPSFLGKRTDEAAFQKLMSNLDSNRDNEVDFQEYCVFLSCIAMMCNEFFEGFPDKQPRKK
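incubation = readout 5 min after mixing, signal stable up to 60 min | system = S100A4 monomer protein | buffer or medium = HEPES pH 7.2 with CaCl2, KCl, NaCl, DTT, Triton | benchmarks = neutral control DMSO, positive control TFP | also added = fluorescent myosin IIA peptide, 5 nM | compound dosing = one concentration per compound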
EWS-Fli inh: blocks EWS/Fli oncoprotein-driven transcription; A673 NR0B1-luciferase reporter, viability-normalised; inhibition, % at 12.6 µM; 350,000 compounds, 0.67% hits; AID 651661;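 active = mean inhibition of at least 50% after viability correction, with every replicate also passing that limit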;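 note: firefly luciferase signal divided by Alamar Blue viability fluorescence both relative to DMSO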
FN deposition inh: fibronectin deposition inhibition | AH1F fibroblasts, Alexa488-fibronectin deposition fluorescence, overnight | inhibition, % at 12.6 µM | 350,000 compounds, 0.086% hits;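 active = mean inhibition across replicates of 30% or more, regardless of how many single replicates reach that level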;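 note: positive control wells lacked labelled fibronectin entirely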
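Material – AH1F fibroblast monolayer, labelled fibronectin deposition · Reagent – labelled fibronectin 24 nM · Timing – 1 h adhesion, overnight exposure · Measured by – fluorescence at 485 nm excitation, 525 nm emission · Read-out – inhibition of fibronectin deposition signal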
LGR2 inh: inhibitors of bursicon-induced Drosophila LGR2 receptor cAMP signaling; HEK293 LGR2, CRE-luciferase, bursicon-stimulated, 4 h; 380,000 compounds, 0.35% hits; inhibition, % at 9.99 µM;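 active = drop in luminescence signal, shown as inhibition above about 50% in the replicate tests, limit read from the data, passing the limit was not always enough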;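 note: agonist challenge used bursicon conditioned medium at about half maximal strength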
ERAP1 inh: blocks human ERAP1 aminopeptidase activity. Q9NZ08. recombinant ERAP1, Leu-AMC fluorescence, 60 min. inhibition, % at 10.7 µM. 340,000 compounds, 0.15% hits. AID 652197;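 active = mean replicate inhibition of at least 30%, or all replicates individually reaching that 30% level; inactive = mean below 30% and not every replicate reaching it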;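 note: 0% = neutral control wells and 100% = L-leucinethiol positive control wells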
Target sequence (Q9NZ08 whole entry, looked up): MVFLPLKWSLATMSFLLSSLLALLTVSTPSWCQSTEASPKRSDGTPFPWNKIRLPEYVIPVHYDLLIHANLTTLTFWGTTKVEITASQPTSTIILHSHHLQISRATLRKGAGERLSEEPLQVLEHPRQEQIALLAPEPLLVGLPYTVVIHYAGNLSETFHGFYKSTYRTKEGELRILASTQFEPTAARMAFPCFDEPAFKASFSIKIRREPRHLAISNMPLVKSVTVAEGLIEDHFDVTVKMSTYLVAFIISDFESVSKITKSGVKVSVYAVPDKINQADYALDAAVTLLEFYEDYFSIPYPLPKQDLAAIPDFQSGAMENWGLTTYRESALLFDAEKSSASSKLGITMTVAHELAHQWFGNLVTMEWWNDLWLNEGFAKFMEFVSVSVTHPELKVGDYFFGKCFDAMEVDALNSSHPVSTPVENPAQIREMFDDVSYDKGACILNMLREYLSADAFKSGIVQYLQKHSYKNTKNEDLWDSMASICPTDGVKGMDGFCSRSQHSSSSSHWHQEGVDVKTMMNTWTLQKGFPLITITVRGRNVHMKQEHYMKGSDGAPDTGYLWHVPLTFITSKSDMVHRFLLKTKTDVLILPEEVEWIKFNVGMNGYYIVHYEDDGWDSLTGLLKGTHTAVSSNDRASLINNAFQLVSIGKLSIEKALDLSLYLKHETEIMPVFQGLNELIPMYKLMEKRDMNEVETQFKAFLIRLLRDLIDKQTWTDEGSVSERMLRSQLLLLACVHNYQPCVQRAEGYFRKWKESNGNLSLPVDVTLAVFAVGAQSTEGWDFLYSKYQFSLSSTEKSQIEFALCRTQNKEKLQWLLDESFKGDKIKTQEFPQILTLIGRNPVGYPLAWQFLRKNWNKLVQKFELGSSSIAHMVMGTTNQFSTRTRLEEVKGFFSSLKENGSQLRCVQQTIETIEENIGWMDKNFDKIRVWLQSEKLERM
PGC1a acetyl inh: modulators of PGC1a acetylation; U2OS PGC1a acetylation, AlphaScreen anti-acetyl-lysine; with virally co-expressed GCN5 acetyltransferase; inhibition, % at 15.6 µM; 350,000 compounds, 0.17% hits; AID 651687;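 active = every replicate shows inhibition of at least 40%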;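 note: 0% = neutral control wells and 100% = positive control wells; some results beyond the cut were filed as inactive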
* marks the source's active call; other numbers are inactive results; . = not tested or not shown.

Preview (two entries):
#	molecule	PAX8 inh HTS	PglD inh	S100A4 inh HTS	EWS-Fli inh	FN deposition inh	LGR2 inh	ERAP1 inh	PGC1a acetyl inh
1	CC(C)NC(=O)Nc1ccc2c(c1)CC(=O)N([C@H](C)CO)C[C@H](C)[C@H](CN(C)C(=O)NC1CCCCC1)O2	0	1	9	.	.	-19	-3	2
2	O=C(Nc1ccc(Cl)c(Cl)c1)Nc1ccccc1C(=O)O	-35	-2	.	.	3	39	.	-7

Main list (from the top)
#	molecule	PAX8 inh HTS	PglD inh	S100A4 inh HTS	EWS-Fli inh	FN deposition inh	LGR2 inh	ERAP1 inh	PGC1a acetyl inh
1	CC(C)NC(=O)Nc1ccc2c(c1)CC(=O)N([C@H](C)CO)C[C@H](C)[C@H](CN(C)C(=O)NC1CCCCC1)O2	0	1	9	.	.	-19	-3	2
2	O=C(Nc1ccc(Cl)c(Cl)c1)Nc1ccccc1C(=O)O	-35	-2	.	.	3	39	.	-7
3	COc1ccccc1C(=O)Nc1ccc2c(c1)C(=O)N(C)[C@@H]1CC[C@@H](CC(=O)NCc3ccc(Cl)c(Cl)c3)O[C@H]1CO2	93*	2	-1	2	-9	24	-2	28
4	CC1(C(=O)Nc2cccc(NS(C)(=O)=O)c2)CCN1CCc1ccccc1 (stereo unspecified)	21	-8	-2	0	5	13	-4	16
5	C[C@@H]1CN([C@@H](C)CO)C(=O)c2cc(C#CC3(O)CCCC3)cnc2O[C@H]1CN(C)C(=O)C1CCC1	4	0	0	-2	.	7	0	5
6	Cc1cccc(Nc2nnc(SC/C(O)=C(\C#N)c3nc4ccccc4[nH]3)s2)c1	21	-6	.	.	-7	0	.	-4
7	CCc1cnc(N2[C@H](C#N)[C@@H](c3ccccc3)[C@H]2CO)s1	6	-1	5	-19	5	-17	-2	-1
8	Cc1noc(C)c1S(=O)(=O)N(C)C[C@H]1Oc2c(NC(=O)c3ccc(-c4nccs4)cc3)cccc2C(=O)N([C@H](C)CO)C[C@@H]1C	.	0	62	4	-3	-17	0	-3
9	COc1cccc(-c2ccc([C@@H]3[C@H](CO)N4C(=O)CN(C(=O)c5cccnc5)C[C@@H]34)cc2)c1	8	.	31	-3	-4	3	-13	8
10	C[C@@H]1CN([C@@H](C)CO)C(=O)c2cc(NC(=O)Cn3cnnn3)ccc2O[C@@H]1CN(C)S(=O)(=O)c1cccs1	.	2	4	-16	-4	7	-2	-2
11	CCOc1cc(N2CCOCC2)c(OCC)cc1NC(=O)c1cc(-c2ccco2)nc2ccccc12	.	-6	3	25	.	18	5	4
12	CCN1/C(=C2\C(=O)N(C)C(=S)N2C)C=Cc2cc(OC)ccc21	15	.	-3	-4	-23	-19	8	.
13	COc1ccccc1CNC(=O)C(CC(C)C)NS(=O)(=O)c1ccc2c(c1)oc(=O)n2C (stereo unspecified)	16	.	-3	-4	-5	12	-1	-10
14	CC=Cc1ccc2n(c1=O)C[C@H]1[C@H](CO)[C@@H](C(=O)N[C@H](C)c3ccccc3)[C@@H]2N1Cc1cncnc1 (mixture of isomers)	9	3	8	6	-11	18	-1	-2
15	N#Cc1ccc(COn2nnc3ccccc32)cc1	-61	.	-3	-54	8	0	-3	.
16	O=C(NCCc1ccccc1Cl)C1CC(=O)N(C2CCCCC2)C1 (stereo unspecified)	-6	2	1	-10	8	7	1	11
17	C[C@H](CO)N1C[C@H](C)[C@@H](CN(C)Cc2ccc3c(c2)OCO3)Oc2ccc(NC(=O)Nc3cccc4ccccc34)cc2CC1=O	-17	-6	6	3	.	-19	-4	-9
18	C[C@H](CO)N1C[C@H](C)[C@H](CN(C)C(=O)Cc2ccccc2)Oc2ncc(C#Cc3ccccc3F)cc2C1=O	.	-1	2	-8	8	0	1	-7
19	C[C@@H]1CN([C@H](C)CO)C(=O)Cc2cc(N(C)C)ccc2O[C@H]1CN(C)S(=O)(=O)c1ccccc1	-11	-10	-9	.	.	-3	0	-3
20	O=C(O)CNC(=O)c1ccc(NC(=O)/C(=C/c2ccccc2)NC(=O)c2ccco2)cc1	-10	-1	-1	5	.	-4	3	.
21	COCC#Cc1ccc2c(c1)O[C@@H](CN(C)Cc1ccc3c(c1)OCO3)[C@H](C)CN([C@@H](C)CO)S2(=O)=O	11	-2	1	18	.	5	0	3
22	COc1ccc(C2=NCC(CSc3nnnn3C)S2)cc1 (stereo unspecified)	19	1	.	.	-3	.	.	-13
23	Cc1ccc(C)c(C(=O)COC(=O)c2cc(S(=O)(=O)N3CCOCC3)ccc2F)c1	-19	-4	0	2	-3	8	0	-10
24	Cc1ccc(OCC(=O)Oc2c(C)cccc2C)cc1	-11	3	-1	-6	5	2	-5	.
25	CC1(c2nnc(-c3ccncc3)o2)CC(c2cccc(Cl)c2)=NO1 (stereo unspecified)	7	.	0	-10	-2	-21	0	.

Entries of single compounds, looked up by structure:
`CC=Cc1ccc2n(c1=O)C[C@H]1[C@H](CO)[C@@H](C(=O)N[C@H](C)c3ccccc3)[C@@H]2N1Cc1cncnc1` (mixture of isomers) in the list: PAX8 inh HTS = 9; PglD inh = 3; S100A4 inh HTS = 8; EWS-Fli inh = 6; FN deposition inh = -11; LGR2 inh = 18; ERAP1 inh = -1; PGC1a acetyl inh = -2
`C[C@@H]1CN([C@@H](C)CO)C(=O)c2cc(C#CC3(O)CCCC3)cnc2O[C@H]1CN(C)C(=O)C1CCC1` in the list: PAX8 inh HTS = 4; PglD inh = 0; S100A4 inh HTS = 0; EWS-Fli inh = -2; FN deposition inh = .; LGR2 inh = 7; ERAP1 inh = 0; PGC1a acetyl inh = 5
`COc1ccc(C2=NCC(CSc3nnnn3C)S2)cc1` (stereo unspecified) in the list: PAX8 inh HTS = 19; PglD inh = 1; S100A4 inh HTS = .; EWS-Fli inh = .; FN deposition inh = -3; LGR2 inh = .; ERAP1 inh = .; PGC1a acetyl inh = -13

Fetched by compound from above:
#	molecule	PAX8 inh HTS	PglD inh	S100A4 inh HTS	EWS-Fli inh	FN deposition inh	LGR2 inh	ERAP1 inh	PGC1a acetyl inh
25	CC1(c2nnc(-c3ccncc3)o2)CC(c2cccc(Cl)c2)=NO1 (stereo unspecified)	7	.	0	-10	-2	-21	0	.
15	N#Cc1ccc(COn2nnc3ccccc32)cc1	-61	.	-3	-54	8	0	-3	.
22	COc1ccc(C2=NCC(CSc3nnnn3C)S2)cc1 (stereo unspecified)	19	1	.	.	-3	.	.	-13
19	C[C@@H]1CN([C@H](C)CO)C(=O)Cc2cc(N(C)C)ccc2O[C@H]1CN(C)S(=O)(=O)c1ccccc1	-11	-10	-9	.	.	-3	0	-3
9	COc1cccc(-c2ccc([C@@H]3[C@H](CO)N4C(=O)CN(C(=O)c5cccnc5)C[C@@H]34)cc2)c1	8	.	31	-3	-4	3	-13	8
16	O=C(NCCc1ccccc1Cl)C1CC(=O)N(C2CCCCC2)C1 (stereo unspecified)	-6	2	1	-10	8	7	1	11

(more compounds)
#	molecule	PAX8 inh HTS	PglD inh	S100A4 inh HTS	EWS-Fli inh	FN deposition inh	LGR2 inh	ERAP1 inh	PGC1a acetyl inh
26	O=C(O)c1ncsc1-c1ccccc1	1	.	3	8	4	-12	.	5
27	CCC(=O)Nc1ccc(C(=O)CSc2nc(N)cc(N)n2)cc1	-4	1	3	4	-9	-4	-2	-6
28	O=C1C=C(c2ccc(Cl)nc2)C[C@@H](c2ccc3c(c2)OCO3)C1	-12	0	.	-14	2	-18	.	.
29	CC(=O)Nc1ccc(NC(=O)[C@@H](NC(=O)c2cccc(C)c2)C(C)C)cc1	-4	-1	1	3	12	-4	2	.
30	COc1ccc2c3c([nH]c2c1)[C@@H](CO)N(C(=O)C1CCC1)CC31CN(S(C)(=O)=O)C1	.	.	20	30	.	1	0	26
31	CCOc1cc(C(N)=O)cc(OCC)c1OCC	3	-3	.	.	-3	.	.	-1
32	COc1ccc(CNC(=O)c2ccc(CS(=O)c3ccccc3)o2)cc1 (stereo unspecified)	5	-3	-1	0	-4	-2	-2	4
33	COc1ccccc1-c1nc2cc3ccccc3cc2nc1-c1ccccc1	-2	.	-4	1	12	-5	0	.
34	Nc1c(C(=O)O)cnc2c(-c3ccc(Cl)cc3)cnn12	-95	-2	-3	-85	0	3	5	-7
35	CC(C)c1nc2c(s1)CCc1onc(-c3cccc([N+](=O)[O-])c3)c1-2	3	-6	-3	-15	-1	0	0	-2
36	COc1ccccc1-n1nnnc1SCC(=O)Nc1ccc(C)c(N)c1	8	4	7	-2	0	-16	-3	.
37	CCOC(=O)N1CCN(C(=O)CNC(=O)c2ccc(Br)o2)CC1	-1	-2	-2	-24	2	-1	2	12
38	CC(C)Sc1nc2c(c(=O)[nH]c(=O)n2C)n1CC(O)COc1ccccc1 (stereo unspecified)	30	2	2	7	6	-17	-3	-6
39	N#Cc1c(C(F)(F)F)cc(-c2ccccc2)nc1SCc1nc(N)nc(N2CCOCC2)n1	16	2	7	.	-30	-2	-3	9
40	CCOc1ccccc1NC(=O)NC(=O)N(C)S(=O)(=O)c1ccc(C)cc1	10	.	-4	0	-24	3	-5	.
41	O=C(Nc1nncs1)C1CC(=O)N(CCc2ccc(F)cc2)C1 (stereo unspecified)	3	1	-1	0	2	0	-3	3
42	CC(=O)N1CCOc2ccc(S(=O)(=O)N3CCC(C(=O)Nc4cc(C)ccc4C)CC3)cc21	20	3	-1	.	-2	-1	0	-8
43	O=C(c1cc(-c2cccs2)on1)N1CCN(C(c2ccccc2)c2ccccc2)CC1	99*	-5	.	.	-6	.	.	-15
44	COc1ccc(-n2c(Cn3c(=O)sc4ccccc43)nnc2SCC(N)=O)cc1	9	1	-5	-6	-23	3	-1	13
45	Cc1ccc(S(=O)(=O)N[C@H]2CC[C@@H](CCNC(=O)Cc3ccccn3)O[C@H]2CO)cc1	3	-1	2	-4	.	11	-3	3
46	NC(=O)CN1CCN(Cc2ccc3c(c2)OCO3)CC1	6	-4	-6	7	4	-14	0	11
47	O=C1Nc2ccc3c(c2C1=Cc1cc2c(cc1Br)OCO2)OCO3	5	.	-5	38	1	-2	-1	.
48	N#Cc1ccc(/C=N/NC(=S)Nc2ccc(S(=O)(=O)N3CCOCC3)cc2)cc1	3	1	-20	2	5	-12	.	4
49	C[C@@H]1CN([C@@H](C)CO)C(=O)Cc2cc(NC(=O)CCCCCC(=O)Nc3ccccc3N)ccc2O[C@@H]1CN(C)S(=O)(=O)c1cccs1	-14	1	.	16	-11	2	.	-5
50	Cc1cc(C)c2cc3c(N)c(C(=O)N4CCc5ccccc5C4)sc3nc2c1	.	-4	2	-8	.	0	3	2
51	CCCCc1ccc(NC(=O)N[C@@H](C)C(=O)O)cc1	9	2	-4	1	-4	-3	-1	5
52	O=C(COC(=O)/C=C/c1ccc(Cl)cc1)NC1CCS(=O)(=O)C1 (stereo unspecified)	-7	5	-22	2	8	7	0	-5
53	C=CCn1c(SCC(=O)Nc2ccc3c(c2)OCCO3)nnc1-c1ccccn1	0	0	.	.	-8	.	.	7
54	O=C(C[C@H]1C=C[C@@H](NC(=O)Cc2ccccn2)[C@@H](CO)O1)NCCc1ccncc1	-4	1	11	-8	-1	3	-4	7
55	CCOC(=O)CSc1nnc(CNc2ccc(F)cc2)o1	-20	-1	.	.	1	.	.	5
56	COc1ccccc1CN1CC[C@@H]2[C@@H](CO)Nc3ccc(-c4cccc(F)c4)cc3[C@@H]21	19	0	.	9	-12	19	.	4
57	C[C@@H]1CCCCO[C@@H](CN(C)S(=O)(=O)c2ccc(F)cc2)[C@@H](C)CN([C@@H](C)CO)C(=O)c2cc(NC(=O)CCC(F)(F)F)ccc2O1	-8	-1	4	3	-4	-11	-4	3
58	CCC1(c2ccccc2)NC(=O)N(CC(=O)NCc2ccc(F)cc2)C1=O (stereo unspecified)	13	-10	-1	4	-3	-13	3	.
59	CCN1CCN(C(c2cccc(OC)c2)c2sc3nc(C)nn3c2O)CC1 (stereo unspecified)	12	-10	.	.	-2	-12	.	-1

No enrichment for hits. Share with any hit: about 2.1%.
